Bioassay records (PubChem BioAssay)
NCI-60 one-dose screen, 48 h, at 10 µM unless noted. Numbers give growth in % (100 = growth as untreated, 0 = no growth, -100 = all killed).
786-0 – 786-0 renal cancer cells. AID 1794775. 81,000 tested, 5.1% active
DU-145 – DU-145 prostate cancer; AID 1794760; 81,000 tested, 4.2% active
A498 – A498 renal cancer cells. AID 1794774. 76,000 tested, 5.4% active
UO-31 – UO-31 renal cancer; 81,000 tested, 5.2% active
SN12C – SN12C renal cancer cells | 81,000 tested, 3.8% active
CAKI-1 – CAKI-1 renal cancer | AID 1794772 | 75,000 tested, 4.7% active
TK-10 – TK-10 renal cancer cells; AID 1794769; 81,000 tested, 3.9% active
RXF 393 – RXF 393 renal cancer cells; 77,000 tested, 6.9% active
ACHN – ACHN renal cancer. 81,000 tested, 4.9% active. AID 1794771
Numbers without * were called inactive; x = not tested or not shown; & = joins results of further samples; [ ] = dose if it differs, or a comment. The calls were made as follows: active = growth percent below 10; inactive = the rest.

SMILES | 786-0 | DU-145 | A498 | UO-31 | SN12C | CAKI-1 | TK-10 | RXF 393 | ACHN
COc1ccc(Cl)cc1NC(=O)OCCCl | 95 | 103 | 78 | 87 | 102 | 88 | 90 | 112 | 104
O=C(NCc1ccc(Cl)cc1Cl)c1ccccn1 | 102 | 107 | x | 94 | 94 | 100 | 91 | 105 | 101
Nc1ccc(-c2ccc(NC(=O)c3ccc(-n4c(=O)[nH]c5ccccc5c4=O)cc3)cc2)cc1 | 87 | 101 | 122 | 92 | 83 | 79 | 107 | 104 | 94
CCc1c(C)c2cc3[nH]c(=O)oc3c(C)c2oc1=O | 101 | 90 | 91 | 64 | 96 | x | 99 | 88 | x
COc1cc(C(=O)N2CCOC23CCN(Cc2ccccc2)CC3)cc(OC)c1OC | 111 | 120 | 98 | 86 | 90 | 104 | 123 | 127 | 107
O=C1Cc2ccccc2C(=O)O1 | x | 129 | 123 | x | 101 | 100 | 110 | 114 | 111
CC(=O)OCCC12CCC(CC1Cl)C2(C)C (stereo not given) | x | 126 | 99 | x | 107 | 102 | 110 | 118 | 103
O=C1N(Cc2ccc([N+](=O)[O-])cc2)c2ccccc2S(=O)(=O)N1c1cccnc1Cl | 87 | 100 | 103 | 77 | 101 | 88 | 110 | 105 | 100
COC1OC2COC(c3ccccc3)OC2C(O)C1N (stereo not given) | 104 | 113 | 103 | x | 99 | 99 | 108 | 124 | 104
COc1cc(C)cc2oc3oc(=O)c(-c4csc(-c5c[nH]c6ccccc56)n4)cc3c(=O)c12 | 114 | 114 | 131 | 79 | 106 | 97 | 132 | 99 | 109
CCN(CC)Cc1nc2ccccc2c(=O)n1/N=C/c1ccc([N+](=O)[O-])cc1 | 104 | 108 | 109 | 89 | 102 | 94 | 104 | 111 | 104
O=C(Nc1nc(-c2ccccc2)nc2c1sc(=S)n2-c1ccccc1)C(F)(F)F | 99 | 100 | 80 | 81 | 95 | x | 117 | 98 | 91
O=C1Nc2ccccc2C1(O)C1(O)C(=O)Nc2ccccc21 (stereo not given) | 106 | 114 | 96 | 61 | 102 | 78 | 162 | 105 | 96
Cc1c(-c2ccccc2)nc(SCC(=O)Nc2nc(-c3ccc(Cl)cc3)cs2)n1Nc1ccccc1 | 65 | 84 | x | 53 | 58 | 59 | 118 | 91 | 69
Cc1nc(-c2ccccc2)ncc1C(=O)O | 102 | 101 | x | 80 | 92 | x | 104 | 93 | 112
O=C(CCc1ccccc1)c1ccccc1 | 90 | 117 | 98 | 100 | 95 | 109 | 119 | 91 | 106
Cc1ccc(-c2cc(C=C3C(=O)NC(=S)NC3=O)nn2-c2ccccc2)cc1 | 85 | 100 | 101 | 95 | 93 | 93 | 85 | 86 | 98
Nc1ccc(S(=O)(=O)Nc2nccs2)cc1 | 96 | 115 | 121 | 90 | 98 | 101 | 103 | 117 | 106
CCOC(=O)c1sc(Nc2ccc(Cl)cc2)nc1C | 25 | 36 | -33* | -9.6* | x | 10 | 27 | 11 | 14
COc1ccc(/C=C\C(=O)NC2CC[C@]3(C)[C@H]4CC[C@@H]5[C@@H]([C@@](C)(O)CCC=C(C)C)CC[C@@]5(C)[C@]4(C)CC[C@H]3C2(C)C)cc1 (stereo not given in full) | 75 | 89 | 74 | 76 | 70 | 74 | 76 | 89 | 70
C=C(C)[C@@H]1CC[C@]2(CO)CC[C@]3(C)[C@H](CC[C@@H]4[C@@]5(C)Cc6c([nH]c7ccccc67)C(C)(C)[C@@H]5CC[C@]43C)[C@@H]12 | 98 | 100 | x | 70 | 88 | 80 | 88 | 102 | 95
CC(C)c1nc2ccccc2n1CC(=O)N/N=C/c1ccccc1Cl | 98 | 110 | 114 | 86 | 100 | 96 | 104 | 92 | 102
CC1=NN(c2ccccc2)C(=O)/C1=C\N(C)C | 87 | 102 | 110 | 84 | 110 | 88 | 89 | 102 | 95
CCOC(=O)NC(C(=O)OCC)C(OCC)OCC (stereo not given) | x | 122 | 110 | 92 | 91 | 97 | 103 | 113 | 111
CCc1ccccc1NCCO | 87 | 112 | 100 | 92 | 97 | 83 | 99 | 98 | 95
NS(=O)(=O)c1ccc(CCn2c(SCC(=O)N/N=C/c3ccc([N+](=O)[O-])cc3)nc3ccccc3c2=O)cc1 | 85 | 78 | 65 | 51 | 89 | 77 | 103 | 85 | 92
C#Cc1cccc(NC(=O)C2CCN(C(=O)CCl)CC2)c1 | 89[8.25 µM] | 95[8.25 µM] | 105[8.25 µM] | 74[8.25 µM] | 53[8.25 µM] | 65[8.25 µM] | 94[8.25 µM] | 52[8.25 µM] | 89[8.25 µM]
C=C(C)[C@@H]1CC[C@]2(C(=O)OCCCC[P+](c3ccccc3)(c3ccccc3)c3ccccc3)CC[C@]3(C)[C@H](CC[C@@H]4[C@@]5(C)CC[C@H](OC(=O)C(Cl)Cl)C(C)(C)[C@@H]5CC[C@]43C)[C@@H]12 | -78* | 14 | -59* | -51* | -62* | x | -36* | -81* | -40*
CN1CCc2c(sc3ncnc(N/N=C/c4ccc(N5CCOCC5)cc4)c23)C1 | 100 | 103 | x | 89 | 98 | 91 | 124 | 73 | 97
NCCNCc1ccccc1 | 110 | 106 | x | 73 | 94 | 100 | 108 | 114 | 102
CC(CCl)OC(=O)Nc1cccc(C(F)(F)F)c1 (stereo not given) | 85 | 91 | 122 | 83 | 81 | 48 | 104 | 87 | 72
CCOC(=O)c1c[nH]c2cc(OCC3CC3)c(OCC3CC3)cc2c1=O | 120 | 102 | 94 | 86 | 108 | 104 | 126 | 114 | 105
Cc1cc(=O)[nH]c2ccccc12 | 104 | 101 | 51 | 89 | 103 | 92 | 100 | 91 | 106
CC(=O)N(c1ccccc1)C(C(=O)c1ccccc1)c1ccccc1 (stereo not given) | 111 | 111 | 85 | 76 | 96 | x | 108 | 126 | 100
CC(C)c1nc2ccccc2n1CC(=O)O | 103 | 107 | 66 | 79 | 101 | 95 | 106 | 77 | 104
N#C/C(=C\c1c(F)cccc1Cl)C(=O)O | 107 | 110 | 111 | 93 | 95 | 103 | 91 | 111 | 101
CNCC(=O)Nc1ccc(C(=O)OCC(C)C)cc1 | 82 | 99 | 80 | 84 | 99 | x | 96 | 106 | 106
O=C(Nc1cccc2cccnc12)c1cc(C(=O)c2ccc(Cl)cc2)n2ccc(-c3ccncc3)cc12 | 103 | 106 | 91 | 81 | 101 | 83 | 108 | 104 | 100
COc1ccc(NC(=O)Cn2c(=O)sc3c(-c4ccc(Cl)cc4)cc(-c4ccc(Cl)cc4)nc32)cc1 | 89 | 97 | 129 | 81 | 93 | 95 | 97 | 110 | 102
C=CC(O)C(C)C(=O)O (stereo not given) | 104 | 125 | 105 | 86 | 109 | 96 | 107 | 134 | 107
Cc1nc2sc3cc(O)ccc3c2c(=O)[nH]1 | 104 | 108 | 119 | 76 | 106 | 78 | 109 | 122 | 91
CC(=O)/C(N=Nc1c(C(=O)O)ccc2c1C(=O)c1ccccc1C2=O)=C(\C)O | 109 | 109 | 89 | 72 | 105 | 92 | 108 | 105 | 103
Cc1cc(C)nc(SCC(=O)O)n1 | 104 | 110 | 83 | 95 | 103 | 98 | 109 | 113 | 100
COc1cc(C=O)ccc1OCc1ccccc1 | 101&96 | 103&108 | 69&92 | 83&83 | 97&96 | 97&63 | 89&108 | 110&85 | 96&99
NC1=NC(=O)CS1 | 102&97 | 109&106 | 107&92 | 96&92 | 100&100 | 103 | 99&97 | 104&114 | 112&107
COc1cc(NC(=O)CCSc2nc3ccccc3c(=O)n2-c2ccccc2)cc(OC)c1OC | 99 | 111 | 54 | 56 | 83 | 78 | 130 | 83 | 83
O=C(c1ccc(O)cc1)C1[C@H](c2ccc(Br)cc2)[C@@H](c2ccccc2)NC12C(=O)Nc1ccc(Br)cc12 (stereo not given in full) | -5.4* | 9.6* | 11 | -27* | -84* | 3.4* | -5.4* | -63* | 2.3*
C#Cc1cccc(NC(=O)c2ccc(N=C=S)cc2)c1 | 96[8.25 µM] | 110[8.25 µM] | 89[8.25 µM] | 83[8.25 µM] | 98[8.25 µM] | 94[8.25 µM] | 103[8.25 µM] | 107[8.25 µM] | 101[8.25 µM]
Cn1cc(-c2csc(-c3cn(CCCN4CCCCC4)c4ccc(F)cc34)n2)c2cccnc21 | 40 | 98 | 73 | 78 | 84 | x | 100 | 65 | 84
O=C(Nc1c2ccccc2nc2ccccc12)c1ccccc1CN1C(=O)c2ccccc2C1=O | 39 | 27 | -19* | 6.4* | 35 | 19 | 46 | 44 | 11
COc1ccc(Cn2ccc3c2-c2nc(OC)c(S(=O)(=O)c4ccccc4)cc2CCC3)cc1 | 92 | 107 | 96 | 64 | 97 | 81 | 96 | 127 | 77
O=C(Cc1ccc(Cl)nc1)Nc1cc(NCCCO)c([N+](=O)[O-])cc1Cl | 92 | 100 | 55 | 63 | 100 | 87 | 95 | 95 | 100
O=c1[nH]c2cc(Cl)ccc2nc1/C=C(\O)c1ccc(O)cc1 | 105 | 114 | 138 | 83 | 102 | 97 | 111 | 111 | 109
O=c1ccc2ccc(OCc3cn(Cc4ccccc4)nn3)cc2o1 | 98 | 109 | 75 | 83 | 101 | 90 | 96 | 96 | 102
CC(C)C/C=C/C=C/C(=O)N[C@@H](CC(N)=O)C(=O)N[C@@H]1C(=O)N[C@H](c2ccc(O)cc2)C(=O)N[C@H](CCCN)C(=O)N[C@H]([C@@H](C)O)C(=O)N[C@H](c2ccc(O)cc2)C(=O)N[C@H](c2ccc(O)cc2)C(=O)N[C@H]([C@H](C)O)C(=O)N[C@H](Cc2ccccc2)C(=O)N[C@H](CCCN)C(=O)N[C@H](c2ccc(O[C@H]3O[C@@H](CO)[C@@H](O)[C@@H](O)[C@H]3O[C@@H]3O[C@H](CO)[C@H](O)[C@H](O)[C@@H]3O)cc2)C(=O)N[C@H]([C@H](C)O)C(=O)N[C@H](c2ccc(O)cc2)C(=O)NCC(=O)N[C@H](CC(C)C)C(=O)N[C@H](C)C(=O)N[C@H](c2ccc(O)c(Cl)c2)C(=O)O[C@@H]1C(N)=O | -49* | 91 | 199 | 118 | 94 | 97 | 74 | 45 | 111
O=C1NC(=O)/C(=C\c2cn(-c3ccccc3)nc2-c2ccc(F)cc2)S1 | 71 | 96 | 87 | 74 | 85 | 89 | 98 | 97 | 92
C=C(C)[C@@H]1CC[C@]2(C(N)=O)CC[C@]3(C)[C@H](CC[C@@H]4[C@@](C)(CCC#N)[C@H](C(=C)C)CC[C@]43C)[C@@H]12 | 79 | 97 | 96 | 67 | 84 | 64 | 90 | 74 | 83
O=C1C2C(c3ccccc3)=C(c3ccccc3)C1C1C(c3ccccc3)=C(c3ccccc3)C(=O)C21 (stereo not given) | 64 | 97 | 69 | 51 | 72 | 62 | 91 | 95 | 73
CC(=O)OCC(COC(C)=O)OC(C)=O | 111 | 120 | 112 | 85 | 88 | 98 | 120 | 124 | 93
CC(C)[C@H]1CCC2=C3CC[C@]45OC(=O)[C@@]6(CCC(C)(C)C[C@H]64)CC[C@@]5(C)[C@]3(C)CC[C@@]21C | 69[100 µM] | 83[100 µM] | 103[100 µM] | 68[100 µM] | 71[100 µM] | 54[100 µM] | 101[100 µM] | 79[100 µM] | 72[100 µM]

Taken from above:
`O=c1ccc2ccc(OCc3cn(Cc4ccccc4)nn3)cc2o1` | TK-10 = 96
`C=C(C)[C@@H]1CC[C@]2(C(N)=O)CC[C@]3(C)[C@H](CC[C@@H]4[C@@](C)(CCC#N)[C@H](C(=C)C)CC[C@]43C)[C@@H]12` | UO-31 = 67

Limited to RXF 393 and TK-10, for 6 of the compounds above:
Molecule	RXF 393	TK-10
O=C(c1ccc(O)cc1)C1[C@H](c2ccc(Br)cc2)[C@@H](c2ccccc2)NC12C(=O)Nc1ccc(Br)cc12 (stereo not given in full)	-63*	-5.4*
C#Cc1cccc(NC(=O)c2ccc(N=C=S)cc2)c1	107[8.25 µM]	103[8.25 µM]
Cn1cc(-c2csc(-c3cn(CCCN4CCCCC4)c4ccc(F)cc34)n2)c2cccnc21	65	100
O=C(Nc1c2ccccc2nc2ccccc12)c1ccccc1CN1C(=O)c2ccccc2C1=O	44	46
COc1ccc(Cn2ccc3c2-c2nc(OC)c(S(=O)(=O)c4ccccc4)cc2CCC3)cc1	127	96
O=C(Cc1ccc(Cl)nc1)Nc1cc(NCCCO)c([N+](=O)[O-])cc1Cl	95	95

(next part)
SMILES | 786-0 | DU-145 | A498 | UO-31 | SN12C | CAKI-1 | TK-10 | RXF 393 | ACHN
CCOc1ccc(CC(O)CNCC(C)C)cc1 (stereo not given) | 111 | 114 | 85 | 83 | 98 | x | 95 | 111 | x
CC[C@@H](CO)NCCN[C@@H](CC)CO | 108 | 123 | 103 | 76 | 101 | 93 | x | 116 | 96
NS(=O)(=O)c1cccc(N/C=C/C(=O)c2cc3cc(Br)ccc3oc2=O)c1 | 95 | 110 | 93 | 77 | 100 | 92 | 100 | 99 | 98
O=c1[nH]nc(-c2ccc[nH]2)[nH]1 | 113 | 106 | x | 79 | 102 | 95 | 87 | 97 | 104
Nc1cc(-c2ccccc2)nn1-c1nc(-c2ccc(F)cc2)cs1 | 105 | 109 | 105 | 84 | 99 | 93 | 160 | 109 | 97
CC(=O)C1=C(C)NC(C)=C(C(C)=O)C1C | 109 | x | 92 | 103 | 113 | 89 | 96 | 125 | 100
CCc1ccc(OC(C)=O)cc1 | 107 | 104 | 88 | 88 | 88 | 101 | 103 | 116 | 106
CC(C)C[C@H](N)C(=O)N=S(N)(=O)c1cccc2ccccc12 (stereo not given in full) | 98 | 109 | 122 | 86 | 98 | 87 | 107 | 96 | 106
BrC1(c2ccccc2)c2ccccc2-c2ccccc21 | 98 | 113 | 102 | 96 | 107 | 109 | 109 | 92 | 112
